# Source: PubChem BioAssay (several laboratories)
# S1P2 agonist = agonists of human S1P2 receptor; O95136; 97,000 compounds, 0.46% hits; activation, % at 4.5 µM; S1P2-expressing cell line, agonist reporter read-out; in the data active means activation above about 16%;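 further: 0% = vehicle low control and 100% = maximal reference agonist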
# sEH activator = soluble epoxide hydrolase (human) activation; P34913; purified human sEH enzymatic activity, activator screen; activation, % at 2 µM; 91,000 compounds, 0.04% hits; in the data active means activation above about 37%; further: values of inactives mirror those of a sister screen read the other way
# Target sequence (P34913 whole entry, looked up): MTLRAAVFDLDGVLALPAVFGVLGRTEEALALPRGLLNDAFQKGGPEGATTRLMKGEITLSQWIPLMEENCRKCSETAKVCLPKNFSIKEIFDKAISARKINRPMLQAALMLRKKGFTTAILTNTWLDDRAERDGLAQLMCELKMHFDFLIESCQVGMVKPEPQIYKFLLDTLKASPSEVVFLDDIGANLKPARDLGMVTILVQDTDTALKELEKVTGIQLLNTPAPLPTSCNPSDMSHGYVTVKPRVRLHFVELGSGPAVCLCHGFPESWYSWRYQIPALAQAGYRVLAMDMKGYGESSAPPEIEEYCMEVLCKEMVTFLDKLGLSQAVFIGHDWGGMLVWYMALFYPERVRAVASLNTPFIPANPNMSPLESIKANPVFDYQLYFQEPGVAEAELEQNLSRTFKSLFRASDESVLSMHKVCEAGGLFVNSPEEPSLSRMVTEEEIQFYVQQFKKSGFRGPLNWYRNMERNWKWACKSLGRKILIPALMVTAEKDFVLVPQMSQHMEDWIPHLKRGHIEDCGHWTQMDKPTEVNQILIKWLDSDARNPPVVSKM
# S1P2 antag = S1P2 (human) receptor antagonism; AID 736; O95136; inhibition, % at 5 µM; 97,000 compounds, 0.21% hits; cell-based S1P2 antagonist assay, inhibition at 5 uM; in the data active means inhibition above about 45%;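 further: CRE beta-lactamase reporter cells expressing human S1P2 stimulated with S1P; 0% = agonist at EC80 alone and 100% = agonist plus reference antagonist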
# sEH inh = soluble epoxide hydrolase (human) inhibition. P34913. recombinant human sEH enzymatic activity assay. inhibition, % at 2 µM. 91,000 compounds, 0.34% hits. AID 707; in the data active means inhibition above about 80%; further: values of inactives mirror those of a sister screen read the other way; many of its hits are not listed in these tables
# CYP2C19 act = increases human CYP2C19 enzyme activity. P33261. recombinant CYP2C19, luciferin-H EGE luminescence; hits give high values; 0 = fully inhibited enzyme, 1 = untreated enzyme. 96,000 tested, under 10 active. activation factor at 5 µM. AID 1025;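 active means activation factor of at least 2 at 5 µM in the primary screen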;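 further: 0 = wells with 2.5 mM tranylcypromine and 1 = vehicle-only wells; values of inactives mirror those of a sister screen read the other way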
# Target sequence (P33261 whole entry, looked up): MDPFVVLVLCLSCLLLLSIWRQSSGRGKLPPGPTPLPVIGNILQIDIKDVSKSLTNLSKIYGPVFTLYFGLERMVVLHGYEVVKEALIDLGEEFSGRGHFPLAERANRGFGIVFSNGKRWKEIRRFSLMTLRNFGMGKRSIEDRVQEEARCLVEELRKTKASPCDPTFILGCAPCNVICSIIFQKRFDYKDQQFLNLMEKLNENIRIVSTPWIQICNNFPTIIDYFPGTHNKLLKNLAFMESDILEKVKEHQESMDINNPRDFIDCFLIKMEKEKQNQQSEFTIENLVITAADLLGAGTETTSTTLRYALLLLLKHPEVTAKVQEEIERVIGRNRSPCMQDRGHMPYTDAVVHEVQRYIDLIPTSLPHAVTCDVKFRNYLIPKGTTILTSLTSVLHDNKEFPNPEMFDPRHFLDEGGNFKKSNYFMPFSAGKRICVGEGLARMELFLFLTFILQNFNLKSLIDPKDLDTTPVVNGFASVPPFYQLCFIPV
# PostGolgi ctrl = yeast control strain growth, post-Golgi counter-screen; 98,000 compounds, 5% hits; inhibition, % at 10 µM; AID 738; efflux-deficient yeast background strain, growth absorbance A615, 16 h
# PostGolgi yeast = growth inhibition of a yeast mutant, post-Golgi transport screen; post-Golgi transport phenotypic cell assay; inhibition, % at 10 µM; 98,000 compounds, 0.9% hits;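 further: yeast cells grown in 1536-well plates; yeast grown about 18 h at 30C before absorbance read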
# CYP2C19 inh = inhibitors of human CYP2C19; P33261; 96,000 compounds, 21% hits; inhibition, % at 5 µM; CYP2C19 Supersomes, luciferin-H EGE luminescence, 30 min;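 active means CYP2C19 inhibition above a set limit at 5 µM in the primary screen, cut at about 50% in these data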;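 further: plate controls were negative control wells for no effect and 2.5 mM tranylcypromine positive control for full effect; values of inactives mirror those of a sister screen read the other way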
# DAT uptake mod = changed human dopamine transporter uptake under cocaine IC80 | AID 449768 | LLC-PK1 hDAT cells, [14C]-dopamine uptake with cocaine IC80; actives deviate in either direction | Q01959 | 110,000 compounds, 1.3% hits | B-score at 10 µM;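 active means Z score or B-score, a plate-position-corrected score, falls beyond the plate's 99.7% confidence bounds, in either direction; inactive means both scores lie inside the 99.7% bounds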;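 further: scored against the spread of the other compound wells on the same plate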
# Active calls of the source: *; / = no result given. Unless noted, no stated cut-off is given here; in the data, active means inhibition above about 30%; inactive means the rest.
SMILES,S1P2 agonist,sEH activator,S1P2 antag,sEH inh,CYP2C19 act,PostGolgi ctrl,PostGolgi yeast,CYP2C19 inh,DAT uptake mod
O=P(O)(CP(=O)(c1ccccc1)c1ccccc1)c1ccccc1,-6,-2,-4,2,1,-6,11,-1,-0.16
Cc1ccc(-n2nnnc2-c2cnc3cc4c(cc3c2C)OCO4)cc1,-4,15,-20,-12,0.8,20,-4,19,0.015
O=C(COc1ccccc1)NCc1nnc(SCC(=O)Nc2nccs2)n1-c1ccccc1,-3,-1,-20,5,1,5,-10,-4,-0.11
Cc1ccc2oc(-c3cccc(NC(=O)Cc4cccs4)c3)nc2c1,-8,0,12,1,0.8,-7,-8,21,-0.053
COc1ccc(C/C(N)=N/n2cnnc2)cc1,/,/,/,/,0.9,5,-1,7,-0.91
Cn1c(=O)c(=O)n(C)c2cc(S(=O)(=O)N3CCN(c4cccc(C(F)(F)F)c4)CC3)ccc21,-5,5,2,-4,1.1,1,-5,-11,-0.0025
Cc1ccccc1OCCn1nc(C(=O)O)c2ccccc2c1=O,1,-5,-13,4,0.5,18,5,54*,0.57
O=C(Nn1nnnc1Nc1ccccc1)C12CC3CC(CC(C3)C1)C2,/,/,/,/,0.3,12,22,71*,-0.91
Cc1nc(N)sc1N=Nc1ccc(F)cc1,-8,-8,-11,10,1,8,21,-4,-0.27
CN(C)C(=O)N1CCC(C(=O)NCc2ccccc2Cl)CC1,-6,/,4,/,0.9,7,3,6,-0.068
O=C(CN1CCN(S(=O)(=O)c2ccc(Br)cc2)CC1)Nc1ccc2c(c1)OCO2,-1,-14,8,14,0.2,0,-1,81*,0.75
COc1ccc(CCNC(=O)c2[nH]c(C)c(C(C)=O)c2C)cc1OC,-5,8,-14,-8,0.8,12,8,21,-0.86
O=C1C(C=NCc2ccco2)=C(O)c2ccccc21,/,/,/,/,0.9,9,0,9,0.5
CC(=O)c1ccc(Cc2cnc(N)s2)cc1,-3,-5,22,6,0.8,2,1,25,-0.068
COc1ccccc1-c1cc(C(F)(F)F)nc(NCc2ccco2)n1,1,/,1,/,0.9,31*,-3,8,-0.13
CCOC(=O)c1cc2n(n1)C(C(F)(F)C(F)(F)F)CC(C)N2 (centres undefined),0,0,-4,0,0.8,-1,9,18,0.4
CC1=NN(c2ccccc2)C(=O)/C1=C\N1CC(C)OC(C)C1 (centres undefined),-3,-5,17,5,1,30,1,4,-0.89
CCC(C)N1C(=O)CCC1C(=O)O (centres undefined),-6,3,-1,-6,1.2,7,13,-18,1.4
Cc1nnc2n(-c3ccccc3)c(=O)c3c4c(sc3n12)CC(C)CC4 (centres undefined),-3,2,-24,0,0.7,9,3,26,1.1
O=C(Nc1ccccc1)N(Cc1cccs1)C1CCCC1,-3,-6,1,9,0.5,23,-5,51*,-0.42
CCC(CC)C(=O)NCCN1CCN(C(=O)C(CC)CC)CC1,-5,-8,13,11,1,4,4,3,-0.076
CCCNC(=O)CN(CCc1ccccc1)S(C)(=O)=O,-1,-3,2,5,0.2,-3,7,76*,-0.56
O=C(/C=C/c1ccc(Br)cc1)NC(=S)NNC(=O)c1ccco1,0,-3,-38,8,/,/,/,/,0.8
COc1ccc(C(O)c2nccn2Cc2ccccc2)cc1 (centres undefined),-4,-9,9,7,0.4,23,-6,56*,-0.14

# Random excerpt: 2 entries already listed
SMILES,S1P2 agonist,sEH activator,S1P2 antag,sEH inh,CYP2C19 act,PostGolgi ctrl,PostGolgi yeast,CYP2C19 inh,DAT uptake mod
O=C1C(C=NCc2ccco2)=C(O)c2ccccc21,/,/,/,/,0.9,9,0,9,0.5
CCOC(=O)c1cc2n(n1)C(C(F)(F)C(F)(F)F)CC(C)N2 (centres undefined),0,0,-4,0,0.8,-1,9,18,0.4

# The listing picks up, repeating the 3 entries before the break.
SMILES,S1P2 agonist,sEH activator,S1P2 antag,sEH inh,CYP2C19 act,PostGolgi ctrl,PostGolgi yeast,CYP2C19 inh,DAT uptake mod
CCCNC(=O)CN(CCc1ccccc1)S(C)(=O)=O,-1,-3,2,5,0.2,-3,7,76*,-0.56
O=C(/C=C/c1ccc(Br)cc1)NC(=S)NNC(=O)c1ccco1,0,-3,-38,8,/,/,/,/,0.8
COc1ccc(C(O)c2nccn2Cc2ccccc2)cc1 (centres undefined),-4,-9,9,7,0.4,23,-6,56*,-0.14
C=CCn1c(SCC(=O)OCc2ccccc2)nc2c1c(=O)n(C)c(=O)n2C,-6,/,16,/,0.9,9,-4,14,-0.031
CCN1CCN(C(=O)CN(CC)S(=O)(=O)c2ccc(Cl)cc2)CC1,-2,7,5,-5,1.2,12,-4,-17,0.034
O=C(CSc1nc(-c2ccncc2)nn1CC(=O)N1CCCCC1)NC1CCCC1,-3,-8,-13,8,0.4,0,9,64*,-0.35
CC1CCN(CC(C)OC(=O)c2ccc3c(c2)OCCO3)CC1 (centres undefined),-3,/,-1,/,0.6,/,3,42,-0.58
O=C1CC(SCCO)C(=O)N1c1ccccc1 (centres undefined),-3,2,-1,-2,0.8,10,-3,18,-0.41
O=C(COc1ccc2ccccc2c1Br)N1CCN(c2ccccn2)CC1,1,-8,-11,10,0.2,37*,-14,84*,-0.051
COC(=O)COc1nc(C)c2c(c1C#N)CC(C)(C)OC2,/,/,/,/,0.8,-6,-11,19,-0.54
Cc1ccc(C)c(SCc2noc(C(=O)NC(C)C)c2C(=O)O)c1,-6,-5,-11,10,0.9,15,-3,8,0.46
O=C(Cc1ncc(C(F)(F)F)cc1Cl)Nc1ccc(F)cc1,-2,33,13,-30,0.1,10,-5,91*,-0.33
Cc1cc(=O)[nH]c(SCC(=O)N2CCc3ccccc3C2)n1,0,-12,-5,13,0.6,1,0,42,0.028
O=P(CCNCc1ccco1)(c1ccccc1)c1ccccc1,-4,-4,-1,7,1,5,8,0,-0.65
COc1cc2[nH]c3c(N4CCN(c5ccc(Cl)cc5)CC4)ncnc3c2cc1OC,-7,/,20,/,1,29,2,4,-1.1
CN(C)S(=O)(=O)N(CC(=O)N1CCOCC1)c1ccccc1,-1,5,8,-5,1.1,1,-6,-9,-0.37
COc1cccc2cc(-c3nc(-c4cccs4)cs3)c(=O)oc12,0,-5,4,5,0.6,9,-5,43,-0.84
O=C(O)c1ccc2c(c1)N(Cc1ccccc1)C(=O)c1ccccc1S2=O (centres undefined),/,/,/,/,1.2,-2,-1,-17,-0.21
NC(=O)CSc1nc2ccccc2n1Cc1ccccc1F,-2,7,-14,-4,0.4,11,-8,57*,0.11
CC1(C(=O)O)Cc2ccccc2C(=O)O1 (centres undefined),-7,-5,-4,7,1,3,21,0,0.9
CCOC(=O)CSC1=C(C#N)C(=O)NC2(CCCCC2)S1,-5,2,7,-2,0.8,4,1,24,0.64
COc1cccc(NC(=O)c2ccc(NC(C)=O)cc2)c1,-3,-4,-13,6,1,2,-3,-4,1.3
C/C(=N\O)C(=O)NCCN1CCCCC1,/,/,/,/,1.1,1,2,-8,0.33
O=C(Nc1ccc(N2CCOCC2)c(Cl)c1)c1ccccc1F,2,-3,-11,1,1,-1,6,0,-1.7
OCCN(Cc1ccccc1)Cc1cccc(F)c1,-1,-3,3,7,0.3,2,-9,70*,0.072
CC(C)c1ccc(S(=O)(=O)N2CCN(CC(=O)Nc3ccc4c(c3)OCO4)CC2)cc1,/,/,/,/,0.9,18,0,12,-0.019
CCOC(=O)C1=C(CSc2nc(CC)c(C)cc2C#N)OC(N)=C(C#N)C1c1ccc(OC)cc1 (centres undefined),0,0,-17,3,/,/,/,/,0.16
Cc1nn2c(=O)cc(CSc3nc4ccccc4[nH]3)nc2s1,9,/,-26,/,0.4,5,-1,58*,0.35
Cn1nnc2c(NCc3ccco3)nccc21,-3,2,6,-2,1,-2,-7,3,-1.4
COc1cc(/C=C2/C(=N)N3OC(C)=CC3=NC2=O)ccc1OCCOc1ccc(C)cc1,1,-13,8,13,0.9,4,1,10,0.93
Cc1c(/N=C/c2ccco2)n(Cc2ccccc2)c2ccccc12,-1,12,-12,-13,1,7,-5,4,-1
O=C(Nc1ccc(-c2noc(CCc3ccccc3)n2)cc1)c1ccco1,/,/,/,/,0.6,13,-7,41,-0.11
O=C1OC(Nc2ccc3c(c2)OCO3)c2ccccc21 (centres undefined),-7,-4,12,5,0.4,2,12,64*,-0.26
Cc1cc(S(=O)(=O)N2CCOCC2)ccc1F,-1,2,5,-2,0.9,8,0,8,0.8
COc1cc(Nc2cc(C)nc3ncnn23)cc(OC)c1,/,/,/,/,1,-5,11,4,-0.54
COc1ccc(N2CCN(C(=O)c3ccc(NS(=O)(=O)c4ccccc4)cc3)CC2)cc1,-5,-4,3,4,/,8,5,/,0.65
CCc1c(C)c2c(C)nn(-c3ccccc3)c2[nH]c1=O,2,7,-28,-9,1.1,-5,2,-9,-0.12
O=C(Cn1c(C2CC2)nc2ccccc2c1=O)Nc1ccc(Br)cc1,-3,-7,4,8,0.4,-3,-10,56*,0.63
CC(C)(C)CNC(CO)C12CC3CC(CC(C3)C1)C2 (centres undefined),-5,-4,6,4,1,8,1,-5,-0.021
CCOC(=O)/C=C1\SCC(=O)N1Cc1nnc(-c2ccccc2Br)o1,-1,11,13,-13,0.2,6,1,76*,-0.5
CCCc1nc2oc3c(OCC)ncnc3c2c2c1COC(C)(C)C2,0,5,-37,-3,1.1,5,-4,-10,-0.37
COc1ccc(N2C(=O)CC(n3cnc4ccccc43)C2=O)cc1 (centres undefined),-2,4,-17,-2,1,2,11,-5,-0.44
CC(=O)OCN(C#N)c1nc(N(C)C)nc(N(C)C)n1,-10,-23,-5,23,0.7,10,19,26,-0.41
O=C(OCC1CC(c2ccccn2)=NO1)c1ccc(Br)cc1 (centres undefined),/,/,/,/,0.2,11,-7,77*,0.011
CCOC(=O)c1cnc2scnn2c1=O,-3,/,14,/,1.1,37*,6,-13,-1
COc1ccc(N(C(=O)COc2ccccc2)C2C=CS(=O)(=O)C2)c(OC)c1 (centres undefined),-6,15,22,-14,0.7,9,-4,35,0.22
COc1ccc(CNC(=O)COC(=O)c2c(-c3c(F)cccc3Cl)noc2C)cc1OC,-5,0,-11,4,0,12,3,97*,-0.18
Cc1nc(NC(=O)CN2CCOCC2)sc1-c1ccccc1,-1,-6,3,5,1,-15,-4,4,-0.063
O=S1(=O)CC(O)C(N2CCCCC2)C1 (centres undefined),-2,-13,0,16,/,/,/,/,0.38
O=C(Nc1ccccn1)NC(C(F)(F)F)C(F)(F)F,-7,-3,10,6,1,5,1,4,-0.11
O=C(CCCn1c(=S)[nH]c2ccsc2c1=O)NCc1ccco1,-3,-4,13,6,0.9,21,-2,8,-0.014
CCOC(=O)CSc1nnc(-c2ccccc2NC(=O)c2ccccc2)o1,-4,/,15,/,1.1,-17,5,-12,-0.56
CCCOc1ccc(-c2cnc(N)s2)cc1,-2,1,-1,0,0.8,8,-6,15,-0.46
CCn1cc(C2=NC(C(C)C)CO2)c2ccccc21 (centres undefined),/,/,/,/,0.6,12,3,42,1.3
Cc1nc(S(=O)(=O)c2ccc(Cl)cc2Cl)nc2c1CCC2,-2,1,13,1,0.7,-1,18,26,0.11
CCCCCNC(=O)c1ccc2c(=O)[nH]c3c(C(=O)NCC4CCCO4)sc(=S)n3c2c1 (centres undefined),-8,-47,-4,47,0.7,6,-1,35,-0.8
COC(=O)C1=C(N)OC2=C(C(=O)CC(C)(C)C2)C1c1cccnc1 (centres undefined),/,/,/,/,0.8,6,0,18,-0.036
C#CCN(C#N)c1nc(NCC)nc(NC(C)C)n1,3,-6,-18,9,0.8,2,-8,15,-0.74
CCOC(=O)c1cc(CC)sc1NC(=O)COC,-8,0,-17,-2,0.8,11,2,25,-0.45
O=C(NCc1ccco1)c1nc2ncccn2n1,-1,3,16,-5,1,6,0,-1,-0.7
CCn1cc(C(=O)NCCCOC)c2cc(OC)c(OC)cc2c1=O,/,/,/,/,1.1,9,-9,-11,0.99
Nc1nc(Nc2ccc(Cl)cc2)nc2ccccc12,-8,20,1,-16,0.6,11,1,44,0.7
